Screens from PubChem.
SENP7 inh = SENP7 protease inhibitors, primary screen, biochemical, luminescence, uHTS. inhibition, % at 5 µM. 330,000 compounds, 1.5% hits. AID 434973, 2010. recombinant SENP7, Z-RLRGG-aminoluciferin luminescence, 40 min. Sentrin-specific protease 7 (Homo sapiens), Q9BQF6;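 active = inhibition above about 50% at the single test dose, limit read from the data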;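 also: plate controls were DMSO with enzyme for no effect and no enzyme buffer wells for full effect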
Target sequence (Q9BQF6 706-1050 limits assumed): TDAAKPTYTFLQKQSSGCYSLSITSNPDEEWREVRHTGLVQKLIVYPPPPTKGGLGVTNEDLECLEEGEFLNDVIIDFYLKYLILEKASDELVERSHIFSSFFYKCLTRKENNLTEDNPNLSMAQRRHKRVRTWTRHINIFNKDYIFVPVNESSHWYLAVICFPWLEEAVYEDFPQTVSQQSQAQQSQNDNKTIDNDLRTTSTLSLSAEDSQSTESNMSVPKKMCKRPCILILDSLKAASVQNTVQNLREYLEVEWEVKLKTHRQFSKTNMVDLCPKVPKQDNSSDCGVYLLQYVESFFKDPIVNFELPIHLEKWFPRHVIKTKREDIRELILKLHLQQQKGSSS
SENP1 inh = human SENP1 catalytic domain inhibitors, primary screen, biochemical, FRET, uHTS. recombinant SENP1 catalytic domain, CyPet-SUMO1-YPet FRET cleavage. inhibition, % at 10 µM. 360,000 compounds, 0.21% hits;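 active = inhibition at least 30% at 10 µM, raw YFP signal under a set limit, fluorescence ratio 0.5 to 1.5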;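 also: 0% = enzyme with DMSO and 100% = no enzyme wells; some results filed as inactive read as strong as hits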
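Assay system: hSENP1 catalytic domain, recombinant. Amount: SENP1 enzyme, 20 pM final. Schedule: 50 min reaction, RT, dark. Technique: FRET, CFP and YFP emission. Control set: no-enzyme wells low, DMSO-plus-enzyme wells high control.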
HKDC1 inhibitor = HKDC1 hexokinase inhibitors, primary screen, biochemical, fluorescence, uHTS; Q2TB90; recombinant HKDC1, G6PDH/diaphorase resazurin coupled fluorescence; 340,000 compounds, 0.16% hits; AID 493160, 2011; inhibition, % at 20 µM;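 active = inhibition above about 35% when tested at 20 µM, limit read from the data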;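 also: plate controls were DMSO wells with enzyme for no effect and DMSO wells lacking enzyme for full effect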
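Test system: HK5 enzyme. Quantity: 5 µg/mL HK5 final. Reagent: glucose and ATP substrates. Schedule: 90 min reaction incubation at room temperature, dark. Technique: resazurin-to-resorufin fluorescence via G6PDH and diaphorase coupling, 525/613 nm. Control set: DMSO wells with and without enzyme mix.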
PfGluPho inh = PfG6PD enzyme inhibitors, primary screen, biochemical, fluorescence intensity, uHTS | glucose-6-phosphate dehydrogenase-6-phosphogluconolactonase (Plasmodium falciparum 3D7) | PfGluPho enzyme, NADPH resazurin-diaphorase fluorescence | inhibition, % at 20 µM | 350,000 compounds, 0.78% hits;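 active = inhibition reaching at least a set limit at 20 µM in the primary screen, cut at about 59% in these data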;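 also: 0% = DMSO wells with substrate and 100% = DMSO wells lacking glucose-6-phosphate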
Apaf-1 inh = inhibitors of human Apaf-1 apoptosome, primary screen, biochemical, DEVD-Rh110 fluorescence, uHTS; Apoptotic protease-activating factor 1 (Homo sapiens), O14727; reconstituted apoptosome caspase-3 activity; inhibition, % at 20 µM; 330,000 compounds, 0.71% hits; active = inhibition of at least 40% at 20 µM;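 also: plate controls were DMSO wells for no effect and DEVD-CHO caspase inhibitor wells for full effect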
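Assay system – apoptosome proteins · Medium – Hepes buffer, pH 7.5 · Also added – cytochrome c with DEVD-Rh110 · Timing – 30 min compound preincubation, 50 min activation, room temperature · Detection – Rh110 fluorescence, excitation 480 nm, emission 540 nm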
SENP8 block-1 = human SENP8 protease inhibitors, primary screen, biochemical, fluorescence, Nedd8 protein substrate, uHTS | AID 602440, 2012 | inhibition, % at 20 µM | Sentrin-specific protease 8 (Homo sapiens), Q96LD8 | 360,000 compounds, 0.64% hits | recombinant SENP8; in the data active = inhibition mostly above about 40%, no sharp cut-off; inactive = mostly below about 27%
Target sequence (Q96LD8 whole entry, looked up): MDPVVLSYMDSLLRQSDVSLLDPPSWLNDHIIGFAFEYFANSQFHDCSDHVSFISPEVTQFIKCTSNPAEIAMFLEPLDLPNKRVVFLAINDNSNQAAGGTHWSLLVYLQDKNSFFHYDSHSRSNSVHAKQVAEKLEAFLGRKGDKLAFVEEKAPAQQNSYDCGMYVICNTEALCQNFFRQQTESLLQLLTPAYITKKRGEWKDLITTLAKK
SENP6 inh = SENP6 protease inhibitors, primary screen, biochemical, luminescence, uHTS | Sentrin-specific protease 6 (Homo sapiens), Q9GZR1 | Recombinant SENP6 catalytic domain, aminoluciferin luminescence | inhibition, % at 10 µM | 330,000 compounds, 1.8% hits | AID 2599, 2010;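 active = inhibition above about 50% at the single tested dose, limit read from the data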;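 also: plate controls were DMSO wells with enzyme for no effect and DMSO wells lacking enzyme for full effect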
Target sequence (Q9GZR1 628-1112 limits assumed): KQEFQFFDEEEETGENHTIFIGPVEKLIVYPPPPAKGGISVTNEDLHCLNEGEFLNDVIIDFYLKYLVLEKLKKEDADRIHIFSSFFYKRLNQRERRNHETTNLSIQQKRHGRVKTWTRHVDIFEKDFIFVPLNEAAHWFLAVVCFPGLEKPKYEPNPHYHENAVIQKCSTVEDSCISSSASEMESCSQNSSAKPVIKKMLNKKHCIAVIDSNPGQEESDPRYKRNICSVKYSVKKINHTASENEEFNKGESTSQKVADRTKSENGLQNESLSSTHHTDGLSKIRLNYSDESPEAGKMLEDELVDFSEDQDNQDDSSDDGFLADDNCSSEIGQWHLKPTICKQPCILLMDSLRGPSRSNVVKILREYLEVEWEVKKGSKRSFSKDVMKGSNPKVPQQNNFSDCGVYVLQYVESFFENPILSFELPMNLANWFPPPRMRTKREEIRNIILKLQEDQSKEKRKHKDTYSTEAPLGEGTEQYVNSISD
SENP8 block-2 = SENP8 protease inhibitors, primary screen, biochemical, luminescence; AID 2540, 2010; purified SENP8, Z-RLRGG-aminoluciferin cleavage; Sentrin-specific protease 8 (Homo sapiens), Q96LD8; inhibition, % at 10 µM; 330,000 compounds, 1.2% hits; in the data active = inhibition above about 50%
* hit, by the source's call; x = no result given.

SMILES | SENP7 inh | SENP1 inh | HKDC1 inhibitor | PfGluPho inh | Apaf-1 inh | SENP8 block-1 | SENP6 inh | SENP8 block-2
CCC(OC(=O)CC1Sc2ccccc2NC1=O)C(=O)NCC1CCCO1 (stereo unspecified) | -8 | 2 | -2 | 21 | -18 | 19 | -8 | -2
COc1ccc(OC)c(C(C)NC(=O)C(C)Cc2ccccc2)c1 (stereo unspecified) | -6 | 3 | 1 | 7 | 1 | 9 | 3 | -3
O=C(CCc1nc2ccccc2s1)NCc1ccccc1F | -3 | -17 | 8 | 41 | -5 | -10 | -4 | -5
CCCCOc1ccc(C(=O)NCC(=O)NC2CCCCC2)cc1 | -2 | 2 | 0 | -9 | -5 | 3 | 3 | 0
CCc1ccccc1NC(=O)CNC(=O)CNC(=O)C1CCCCC1 | -12 | -1 | -8 | -9 | 1 | 8 | -21 | -17
Cc1cc(C)c2c(-n3cccc3)c(NC(=O)OCc3ccccc3)sc2n1 | -7 | -1 | 0 | 23 | 23 | 1 | 5 | -11
O=C(O)c1cc(O)ccc1O | x | -1 | 4 | 2 | x | -385 | x | x
O=C1CSC(c2ccccc2F)N1c1cc(Cl)ccc1O (stereo unspecified) | 0 | 3 | -1 | 9 | 18 | -3 | 0 | -9
CCN(CC)c1ncnnc1-c1ccccc1 | 0 | -3 | 0 | -7 | 1 | 5 | -16 | -8
CSc1ncccc1C(=O)Nc1cccc(C)n1 | 8 | 3 | 4 | 8 | 5 | 1 | -5 | -5
CC(C(=O)O)C(=O)O | -8 | 1 | -5 | -16 | -12 | 6 | -12 | 15
COc1ccc(CCN2C(=O)CC(C(N)=O)SC2=Nc2ccccc2)cc1OC (stereo unspecified) | -2 | 3 | 1 | -10 | 4 | 6 | 2 | 1
Cc1noc(C)c1COC(=O)c1cccc(S(=O)(=O)N2c3ccccc3CC2C)c1 (stereo unspecified) | 5 | 0 | 1 | -18 | 13 | 13 | -8 | 6
COc1ccc(C(=O)/C=C/c2ccccc2)c(O)c1 | -15 | 0 | 3 | 12 | 2 | -1 | -14 | -24
CCCCCCCCCCCCN1C/C(=C\C(=O)OCC)c2cc(C(F)(F)F)ccc2S1(=O)=O | -6 | 1 | -2 | 25 | 12 | 7 | -7 | 6
CCOc1cc(/C=N/N=C/c2ccc(O)c(OCC)c2)ccc1O | 1 | 7 | -8 | -2 | 2 | 33 | -10 | -7
O=C1CC(SC2=NCCS2)C(=O)N1c1cccc(Cl)c1Cl (stereo unspecified) | -9 | -6 | -7 | 2 | 14 | -3 | -42 | -8
COc1ccc(CNCCC2(Cc3ccccc3)CC(C)N(C)CC2C)cc1OC (stereo unspecified) | -4 | 1 | -8 | -7 | 7 | 20 | -36 | -13
CCOC(=O)N/N=C(/C)c1ccc([N+](=O)[O-])o1 | 2 | 3 | x | x | -21 | 39 | -1 | 3
O=C(c1cccs1)N1CCC(c2nc3c(nnn3Cc3c(Cl)cccc3Cl)c(=O)[nH]2)CC1 | -2 | 1 | 3 | -1 | 21 | 4 | -8 | 1
Cc1c(C(=O)NCCN2CCCC(O)C2)oc2c(F)cccc12 (stereo unspecified) | -3 | -4 | -1 | -12 | 5 | 2 | 3 | -1
CCc1ccc(C(=O)COC(=O)CNC(=O)CNC(=O)Cc2ccccc2)cc1 | 8 | 2 | -3 | 3 | 9 | 9 | -11 | 1
COc1ccccc1C(=O)Nc1c(-c2ccccc2)nc2ccccn12 | -4 | 3 | -3 | -13 | -2 | 7 | -12 | -7
C=CCOc1ccc(/C=N/n2nnnc2N)cc1OC | -1 | -3 | 0 | -14 | -14 | -96 | -2 | 4
Cc1ccc(S(=O)(=O)N2CCOCC2)cc1C(=O)N1CCCCCC1 | -7 | 0 | -4 | -1 | -5 | 0 | -6 | 10
O=C(O)C(Cc1c[nH]c2ccccc12)N1C(=O)C2C3c4ccccc4C(c4ccccc43)C2C1=O (stereo unspecified) | 3 | 0 | 5 | -7 | 10 | 0 | -9 | -2
CCOC(=O)N1CCN(C(=O)CSc2ncccn2)CC1 | -11 | -3 | -11 | -21 | 10 | 20 | 1 | -12
O=C(C1CCCO1)N1CCN(C(=S)Nc2ccc(F)cc2)CC1 (stereo unspecified) | -3 | 1 | 10 | 11 | -4 | 8 | -12 | -9
N#Cc1nc(-c2ccccc2F)oc1N1CCCCC1 | -5 | 1 | 15 | -8 | 5 | -313 | -8 | 2
Cc1ccc(S(C)(=O)=O)cc1S(=O)(=O)Nc1cccc(Cl)c1 | 10 | 2 | -5 | -18 | 4 | 22 | -4 | 4
C/C=C(\C)C(=O)OC(C)(C)[C@H]1Cc2cc3ccc(=O)oc3cc2O1 | 0 | 0 | 2 | -16 | 7 | -271 | -3 | 3
COc1cc(/C=N/NC(=O)/C(=C\c2ccc([N+](=O)[O-])cc2)NC(=O)c2ccccc2)cc(OC)c1O | -7 | 1 | 0 | 33 | 8 | 22 | 6 | -2
CC(C)CN1C(=O)c2ccc(NC(=O)c3ccccc3F)cc2C1=O | 9 | 1 | -2 | 3 | -8 | -349 | -2 | 5
Cc1ccc2[nH]c(=O)c(CN(Cc3cccnc3)Cc3nnnn3CCN3CCOCC3)cc2c1 | -10 | -8 | -6 | 19 | 2 | -165 | -5 | -5
O=C(CCC(=O)OCc1cccc([N+](=O)[O-])c1)Nc1ccc(F)cc1 | 0 | 3 | 1 | -6 | 12 | 17 | 4 | 6
NCc1nc(-c2ccc(Cl)cc2)no1 | -11 | 1 | 14 | -10 | -7 | 17 | -16 | -5
O=C(COC(=O)c1ccccc1O)Nc1cc([N+](=O)[O-])ccc1Cl | -9 | 2 | 2 | -4 | -21 | 6 | -20 | -3
C[C@H](NC(=O)c1[nH]cnc1C(=O)Nc1ccc(CNC(=O)OC(C)(C)C)cc1)C(=O)OCc1ccccc1 | -7 | 1 | -2 | 13 | 15 | 3 | -2 | 5
COc1ccc(C)c(NC(=O)C2CC(=O)NC3=C2C(=O)CCC3)c1 (stereo unspecified) | 1 | 2 | -6 | -9 | -19 | 19 | 0 | 3
Cc1ccc(OCc2ccc(C(=O)NN)o2)cc1C | 3 | 2 | -1 | -8 | 7 | 13 | -12 | 2

7 records drawn at random from those above:
SMILES | SENP7 inh | SENP1 inh | HKDC1 inhibitor | PfGluPho inh | Apaf-1 inh | SENP8 block-1 | SENP6 inh | SENP8 block-2
N#Cc1nc(-c2ccccc2F)oc1N1CCCCC1 | -5 | 1 | 15 | -8 | 5 | -313 | -8 | 2
Cc1ccc(OCc2ccc(C(=O)NN)o2)cc1C | 3 | 2 | -1 | -8 | 7 | 13 | -12 | 2
CCc1ccc(C(=O)COC(=O)CNC(=O)CNC(=O)Cc2ccccc2)cc1 | 8 | 2 | -3 | 3 | 9 | 9 | -11 | 1
NCc1nc(-c2ccc(Cl)cc2)no1 | -11 | 1 | 14 | -10 | -7 | 17 | -16 | -5
CCOC(=O)N1CCN(C(=O)CSc2ncccn2)CC1 | -11 | -3 | -11 | -21 | 10 | 20 | 1 | -12
C/C=C(\C)C(=O)OC(C)(C)[C@H]1Cc2cc3ccc(=O)oc3cc2O1 | 0 | 0 | 2 | -16 | 7 | -271 | -3 | 3
O=C(COC(=O)c1ccccc1O)Nc1cc([N+](=O)[O-])ccc1Cl | -9 | 2 | 2 | -4 | -21 | 6 | -20 | -3

Remaining list, next part
SMILES | SENP7 inh | SENP1 inh | HKDC1 inhibitor | PfGluPho inh | Apaf-1 inh | SENP8 block-1 | SENP6 inh | SENP8 block-2
O=C(Nc1cccc(S(=O)(=O)N2CCCCC2)c1)C1CCCC1 | -5 | -2 | -3 | 7 | 2 | 13 | -7 | -6
CNc1ccc(Br)cc(C(=O)/C=C/c2cccc(OC)c2)c1=O | 2 | -20 | 26 | 39 | 18 | -7 | -7 | -3
CCN1CCN(Cc2ccc(NC(=O)Nc3ccc(SC)cc3)cc2)CC1 | 5 | 3 | 0 | -9 | 11 | 16 | -20 | 3
COc1ccccc1NC(=O)COn1nnc2ccc(S(=O)(=O)N3CCOCC3)cc21 | 1 | 1 | -1 | 3 | 1 | 28 | 7 | -3
COc1ccccc1N1CCN(CCN2C(=O)C3CCCCN3C2=O)CC1 (stereo unspecified) | -11 | -2 | -7 | 9 | 1 | 16 | 23 | 1
Cc1nc2c(ccc3nc(NC(=O)c4ccc(S(=O)(=O)N(C)C)cc4)sc32)s1 | -1 | -3 | -4 | 12 | -3 | -176 | -15 | -4
CCCc1ccc(C(=O)[C@@H]2[C@@H](C(C)=O)N3c4ccc(F)cc4C=C[C@@H]3[C@@]23C(=O)Nc2ccccc23)cc1 | 12 | -30 | 8 | -3 | 13 | -33 | 6 | -3
C1=CCC(CN2CCNCC2)CC1 (stereo unspecified) | 0 | -1 | -15 | -8 | -8 | 10 | 13 | 4
COc1ccc(CSC2=CS(=O)(=O)c3ccccc3N2)cc1 | 5 | 0 | -5 | -3 | -9 | 14 | -18 | -2
O=c1[nH]c(N2CCc3ccccc3C2)nc2c1CCC2 | -1 | 1 | 3 | 2 | -14 | 11 | -2 | -2
CC1CC(=O)N(CC(=O)NCc2ccco2)c2ccccc2S1 (stereo unspecified) | -3 | -2 | -11 | -3 | -29 | 10 | 0 | -2
CCOC(=O)c1cccc(NC(=O)Cn2c(CC(=O)N3CCCC3)nc3ccccc32)c1 | 3 | x | x | x | 11 | x | 76* | 1
CSc1sccc1/C=N/NC(=O)c1ccncc1 | 1 | 3 | 16 | 2 | -11 | -1 | -5 | -2
CCCCCCCCCS(=O)(=O)Nc1cc(C)ccn1 | 3 | -1 | -5 | 2 | 8 | -249 | -21 | -2
CNc1c2cccc(C)c2nc2c(C(=O)NCCN(C)C)cccc12 | x | -24 | 7 | 22 | x | -200 | x | x
CCC(CC)=N/N=C/c1c(O)n(CC)c2cc(C3=NNC(=O)CC3)ccc12 | 8 | 5 | -1 | 6 | -1 | -92 | 0 | 0
O=c1nc2c(-c3cccc(Br)c3)n[nH]n2c2ccccc12 | 80* | -26 | 8 | 57 | 8 | -304 | 88* | 92*
CC(=O)c1ccc(N2CCN(C(=O)c3ccc(OCc4c(C)noc4C)cc3)CC2)cc1 | 7 | 1 | -3 | -1 | 11 | -132 | 7 | -2
Cc1ccc(S(=O)(=O)N(C)CCCC(=O)N2CCN(C=O)CC2)cc1 | 2 | 2 | -8 | -9 | -18 | 14 | 13 | -6
CC(=O)c1cc(CN2CCN(CC=C(C)C)C(CCO)C2)cs1 (stereo unspecified) | -2 | -1 | -1 | 3 | 3 | 12 | -1 | -4
CCCCn1c(CNC(=O)c2cccs2)nc2ccccc21 | -6 | -1 | 2 | 0 | 14 | 10 | 7 | 2
COc1ccc(CCNC(=O)c2ccc(CS(=O)(=O)c3ccc(Br)cc3)o2)cc1OC | 10 | 3 | -2 | 0 | 1 | 6 | -1 | -2
COc1ccccc1N1CCN(CC(=O)Nc2ccccc2C(=O)NC(C)c2ccccc2)CC1 (stereo unspecified) | 8 | 0 | 0 | 11 | 11 | -20 | 2 | -1
